Bioassay records: PubChem, Sanford-Burnham Center for Chemical Genomics
APJ ag: activates the human apelin receptor APJ. 0.11% of 330,000 active. P35414. activation, % at 20 µM. CHO-K1 APJ PathHunter beta-arrestin, luminescence; 0% DMSO wells, 100% apelin. AID 2520;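 active means activation more than six SD over the plate average, tested at 20 µM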;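 further: 0% = DMSO alone and 100% = apelin-13 at 10 nM; some results filed as inactive read as strong as hits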
Target sequence (P35414 whole entry, looked up): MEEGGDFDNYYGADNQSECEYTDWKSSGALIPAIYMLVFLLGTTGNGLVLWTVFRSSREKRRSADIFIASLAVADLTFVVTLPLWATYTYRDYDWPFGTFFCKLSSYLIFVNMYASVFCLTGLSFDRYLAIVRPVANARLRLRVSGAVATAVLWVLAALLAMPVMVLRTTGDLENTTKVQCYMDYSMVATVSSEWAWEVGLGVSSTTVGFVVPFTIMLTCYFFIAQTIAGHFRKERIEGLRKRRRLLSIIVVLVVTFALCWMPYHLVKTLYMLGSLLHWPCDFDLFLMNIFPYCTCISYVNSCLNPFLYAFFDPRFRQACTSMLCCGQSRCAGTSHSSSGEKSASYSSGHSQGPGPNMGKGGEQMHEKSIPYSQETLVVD
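Test system: CHO-K1 APJ beta-arrestin complementation cell line. Amount: cell density 1000 per well. Controls: DMSO negative, 10 nM Apelin-13 positive. Signal: luminescent beta-gal fragment complementation, chemiluminescent substrate. Read-out basis: agonist-driven arrestin binding to APJ. Timing: compound stimulation 90 min at 25 °C, detection 60 min.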
Jurkat NFkB inh: inhibitors of the PMA/ionomycin-induced NF-kB reporter in Jurkat cells; 0.53% of 330,000 active; PMA/ionomycin-induced NF-kB luciferase reporter, luminescence; inhibition, % at 4 µM; AID 435003; in the data active means inhibition above about 50%
UPR XBP1 act: activators of adaptive arm of unfolded protein response (XBP1); activation, % at 20 µM; 0.33% of 330,000 active; CHO-XBP1 luciferase reporter, IRE1-XBP1 UPR activation, luminescence; percent of tunicamycin response, DMSO as zero;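 active means versus positive control, 20 µM dose yields 30% or more activation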;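 further: 100% = tunicamycin at 10 µg/mL and 0% = DMSO only wells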
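Assay system: IRE1-XBP1 luciferase reporter CHO line. Input: 1000 cells/well. Buffer or medium: F12 with 10% serum. Doses: 20 µM, 1% DMSO. Times: overnight seeding at 37 °C, 6 h compound treatment at 37 °C. Technique: Steady-Glo luciferase glow luminescence, 10 min after reagent addition.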
Mdm2-MdmX inh: human Mdm2/MdmX binding inhibition; O15151+Q00987; SaOS-2 split-luciferase Mdm2/MdmX complementation, luminescence; inhibition, % at 8 µM; 3% of 330,000 active; AID 485346;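 active means inhibition of at least 50% at 8 µM in the primary screen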
697 NFkB inh: lowers PMA/ionomycin-induced NF-kB signal in 697 B cells; 697 B-cell NF-kB luciferase reporter, 16 h; AID 435022; inhibition, % at 4 µM; 0.33% of 330,000 active; in the data active means inhibition above about 35%
APJ antagonist: APJ receptor antagonism; CHO-K1 APJ beta-arrestin complementation, luminescence; inhibition, % at 20 µM; 0.32% of 330,000 active; AID 2521;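 active means inhibition above about 40% at 20 µM, limit read from the data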;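 further: cells challenged with 10 nM apelin-13 agonist together with compound; plate controls were apelin-13 plus DMSO wells for no effect and DMSO wells lacking apelin-13 for full effect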
CHOP UPR activ: apoptotic UPR (CHOP) activation; CHO-CHOP luciferase reporter, luminescence; percent of tunicamycin response over DMSO baseline; activation, % at 10 µM; 0.34% of 330,000 active; AID 449763;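 active means at 10 µM dose, activation of 40% or more, normalized to positive control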;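 further: 100% = tunicamycin at 10 µg/mL and 0% = DMSO alone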
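Assay system: CHO-CHOP cells, stable luciferase reporter of PERK-eIF2a-CHOP signalling / Buffer or medium: F12 plus 10% serum / Compound dosing: one dose, 10 µM in 0.5% DMSO / Times: 6 h compound treatment, 37 °C / Technique: luciferase luminescence / Read-out: % reporter activation, DMSO baseline versus tunicamycin full activation / Benchmarks: tunicamycin and DMSO controls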
tim23-1 inh: tim23-1 yeast growth inhibition | 1.3% of 330,000 active | S. cerevisiae tim23-1 growth, BacTiter-Glo luminescence, 24 h | inhibition, % at 20 µM | AID 463212;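 active means growth inhibition of the mutant yeast at or above 50%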;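 further: temperature-sensitive mutant grown at 25 °C; plate controls were DMSO-treated mutant yeast for no effect and medium wells lacking yeast for full effect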
The depositor's hits bear a star.

SMILES	APJ ag	Jurkat NFkB inh	UPR XBP1 act	Mdm2-MdmX inh	697 NFkB inh	APJ antagonist	CHOP UPR activ	tim23-1 inh
CC1(C)CC(NC(=O)CCC2CCCC2)CC(C)(C)N1	7	-8	1	5	-4	5	-1.0	11
CCN(C(=O)CN1C(=O)c2ccccc2S1(=O)=O)C1CCCCC1	0	-12	0	17	1	15	1.0	19
CCCCN(CC)Cc1ccc(CNC(=S)Nc2ccc(C)cc2Cl)o1	-3	-1	-3	-15	4	-2	-3.0	20
CCN(Cc1ccc2c(c1)OCCO2)S(=O)(=O)c1ccc(NC(C)=O)cc1	1	9	-1	2	3	4	-1.9	26
COc1ccc(C(C(=O)NCC2CCCO2)N(C(=O)Cn2nnc3ccccc32)c2ccc(NC(C)=O)cc2)cc1OC (stereo not drawn)	-1	-16	0	8	-1	-2	0.2	16
COc1ccc(CNC(=O)Cn2nnc3ccccc3c2=O)cc1	0	-2	1	-43	4	6	1.4	10
CC1CCCCN1C(=O)c1cc2c(=O)n3ccccc3nc2s1 (stereo not drawn)	2	-31	7	-2	-21	-7	4.6	8
COc1ccccc1CNC(=O)CN(C)CC(=O)Nc1cccc(F)c1	-3	1	1	-13	15	-13	-1.5	14
CN(Cc1cccs1)c1ncnc2sccc12	2	-2	2	20	-21	-16	1.6	13
CCn1c(COc2ccc(Cl)cc2)nnc1SC1CCc2ccccc2C1=O (stereo not drawn)	0	-5	-4	6	-25	-17	1.8	46
CCSc1nnc(NC(=O)c2ccc(Br)s2)s1	-2	-18	0	-7	-30	26	1.7	16
O=C1COc2ccc(C(=O)COC(=O)Cc3ccc(Cl)cc3)cc2N1	-4	-12	0	-19	-13	5	1.1	0
CCN1CCCC1CNC(=O)C(=O)NC(C)C (stereo not drawn)	-3	10	2	19	21	9	-1.3	-5
NNC(=O)c1ccc(CSc2n[nH]c(=O)[nH]c2=O)cc1	1	10	-2	8	10	-20	0.6	9
COc1cccc(C2C(C(=O)Nc3nc4ccccc4s3)=C(C)NC3=C2C(=O)CC(C)(C)C3)c1OC (stereo not drawn)	3	-11	6	18	-11	-12	1.0	9
COc1cc2c(cc1OC)C(c1cccs1)N(C(=O)c1ccc(S(=O)(=O)N(C)C)cc1)CC2 (stereo not drawn)	-2	19	-1	15	4	1	4.5	11
COCCCNC(=S)N1CCCN(c2nc3cc(C)c(C)cc3cc2C#N)CC1	-1	-8	-2	24	-1	-20	-1.1	33
CC1(C)Cc2c(C#N)c(OCC(=O)c3ccccc3)nc(-c3ccoc3)c2CO1	-4	5	-2	17	5	13	-0.1	4
O=S1(=O)CCN(Cc2ccccc2C(F)(F)F)CC1	-4	10	6	8	0	-2	-0.3	1
Cc1cc(C2C(=O)c3ccccc3C2=O)c(C)c(C)c1C	-3	9	-2	12	10	12	-0.7	27
COc1ccc(-c2nc3cc(NC(=S)NC(=O)Cc4ccccc4)ccc3o2)cc1	-3	-101	4	-45	-113	-12	7.4	0
COC/C=C/C1=CC2=CC(=O)C(C)(OC(=O)c3cnc4ccccc4n3)C(=O)C2=CN1CCOC (stereo not drawn)	16	14	1	-12	16	-63	1.1	16
CCOC(=O)N1CCN(c2c(NCCc3ccccc3)c(=O)c2=O)CC1	-4	7	0	23	-2	4	0.7	12
O=C(CC1OC(=O)c2ccccc21)Nc1cccc(S(=O)(=O)N2CCCCCC2)c1 (stereo not drawn)	4	10	-4	33	-23	6	0.4	18
CCCn1c2ccccc2c2nnc(SCC(=O)Nc3cc(C)on3)nc21	-6	4	4	8	-15	32	0.1	5

Full records from above:
`CC1(C)Cc2c(C#N)c(OCC(=O)c3ccccc3)nc(-c3ccoc3)c2CO1` as listed: APJ ag: -4; Jurkat NFkB inh: 5; UPR XBP1 act: -2; Mdm2-MdmX inh: 17; 697 NFkB inh: 5; APJ antagonist: 13; CHOP UPR activ: -0.1; tim23-1 inh: 4
`COc1ccc(CNC(=O)Cn2nnc3ccccc3c2=O)cc1` as listed: APJ ag: 0; Jurkat NFkB inh: -2; UPR XBP1 act: 1; Mdm2-MdmX inh: -43; 697 NFkB inh: 4; APJ antagonist: 6; CHOP UPR activ: 1.4; tim23-1 inh: 10
`O=S1(=O)CCN(Cc2ccccc2C(F)(F)F)CC1` as listed: APJ ag: -4; Jurkat NFkB inh: 10; UPR XBP1 act: 6; Mdm2-MdmX inh: 8; 697 NFkB inh: 0; APJ antagonist: -2; CHOP UPR activ: -0.3; tim23-1 inh: 1

Back to the main list; the 5 compounds before the break are reprinted first.
SMILES	APJ ag	Jurkat NFkB inh	UPR XBP1 act	Mdm2-MdmX inh	697 NFkB inh	APJ antagonist	CHOP UPR activ	tim23-1 inh
COc1ccc(-c2nc3cc(NC(=S)NC(=O)Cc4ccccc4)ccc3o2)cc1	-3	-101	4	-45	-113	-12	7.4	0
COC/C=C/C1=CC2=CC(=O)C(C)(OC(=O)c3cnc4ccccc4n3)C(=O)C2=CN1CCOC (stereo not drawn)	16	14	1	-12	16	-63	1.1	16
CCOC(=O)N1CCN(c2c(NCCc3ccccc3)c(=O)c2=O)CC1	-4	7	0	23	-2	4	0.7	12
O=C(CC1OC(=O)c2ccccc21)Nc1cccc(S(=O)(=O)N2CCCCCC2)c1 (stereo not drawn)	4	10	-4	33	-23	6	0.4	18
CCCn1c2ccccc2c2nnc(SCC(=O)Nc3cc(C)on3)nc21	-6	4	4	8	-15	32	0.1	5
C=C1CC2C(CCC3(C)C2CCC3(O)C(C)=O)C2(C)CCC(=O)C=C12 (stereo not drawn)	0	4	-4	47	-15	-22	-0.7	38
COCCCn1c(C)cc(C(=O)CN2c3cccc4cccc(c34)S2(=O)=O)c1C	4	0	-1	7	-2	-19	0.6	30
CCOC(=O)n1c(=O)oc2ccccc21	0	0	-1	10	-9	7	-1.3	11
O=C(O)CCC(=O)OCc1c(-c2ccccc2)ncc2ccccc12	-2	10	-4	-3	19	13	-0.4	4
O=C(NC12CC3CC(CC(C3)C1)C2)c1cccc(OC(F)F)c1	-1	-26	0	-11	-36	-2	4.5	47
O=C(N/N=C/c1ccccc1Br)C1CC1	-3	-2	0	12	11	4	5.4	18
Cc1ccc(CNC(=O)CCC2CCCN(Cc3ccc4cccc(F)c4n3)C2)o1 (stereo not drawn)	-2	-13	-3	7	15	11	1.0	9
Cc1nn2c(SCC(=O)c3cccs3)cc(C(C)(C)C)nc2c1-c1ccccc1	-2	-6	-2	7	-9	2	-0.2	8
COc1cccc(NC(=O)COC(=O)CCOc2ccccc2OC)c1	-3	12	0	32	7	-3	-0.9	9
CC(Sc1nnc(COc2ccc([N+](=O)[O-])cc2)n1C)C(=O)O (stereo not drawn)	-2	-10	-1	8	20	17	-0.6	3
O=C(OCC(=O)N1CCCCCC1)c1ccc(Cl)c(S(=O)(=O)N2CCCC2)c1	-4	1	-1	13	10	8	-1.8	16
CN(CC(=O)Nc1cccc(F)c1)C(=O)CN1C(=O)C2CC=CCC2C1=O (stereo not drawn)	-5	3	0	18	11	5	2.0	11
O=C(CSc1ccccc1)NCCCc1ccccc1	-2	-8	-2	-16	15	-10	0.6	22
COc1cc(CCC(=O)N2CCN(c3ncccn3)CC2)cc(OC)c1OC	-4	8	-2	5	6	9	0.2	-3
OCCNc1nc2nonc2nc1NCCO	-1	1	1	24	2	4	-1.8	-1
Cc1cc(C)n2c(nc3ccccc32)c1C(=O)NN	-1	4	-3	17	11	19	1.3	11
CCOC(=O)NN1C(=O)c2ccccc2NC1c1ccccn1 (stereo not drawn)	-4	-4	-3	-20	5	4	3.2	15
CC(NC(=O)c1cc(-c2ccc3c(c2)OCO3)nc2ccccc12)C(C)(C)C (stereo not drawn)	1	-10	-1	12	-24	-10	0.9	-3
CC(SC1CCCC1)C(=O)Nc1ccnn1C(C)C (stereo not drawn)	0	9	0	9	15	6	-0.6	3
Cc1cc([N+](=O)[O-])nn1CC(=O)NCCc1c[nH]c2ccccc12	-1	-30	-3	-6	-58	-11	-1.1	21
COc1ccc([N+](=O)[O-])cc1NC(=O)C(C)Sc1ccccc1 (stereo not drawn)	-2	7	-2	10	-8	3	1.3	19
O=C(CSc1ccc(Cl)cc1)Nc1ncccn1	-4	4	1	6	-1	4	-0.7	30
CCOC(=O)c1cn(CC(=O)Nc2ccc(CC)cc2)nn1	-3	2	1	-5	-4	11	0.0	15
COc1cccc(C(=O)NNC(=O)c2sccc2-n2cccc2)c1	-3	-4	-2	-30	4	17	1.6	5
Cc1nnc(Nc2ccc(C(=O)N3CCOCC3)cc2)c2ccccc12	0	-1	2	6	19	2	2.3	-2
Cc1cc(=O)[nH]c(SCC(=O)Nc2ccc(Br)cn2)n1	-6	5	-4	10	-7	12	-2.0	-1
Cn1c(N)c(C(=O)COC(=O)/C=C/c2ccc(Cl)cc2)c(=O)n(C)c1=O	-4	-5	0	4	2	8	1.8	6
